From PubChem BioAssay
UBC13 polyUb: blocks human UBC13 polyubiquitin chain formation | P61088 | AID 485273 | TR-FRET | inhibition, % at 20 µM | 0.47% of 330,000 active; in the data active = inhibition above about 45%, passing the limit was not always enough
Target sequence (P61088 whole entry, looked up): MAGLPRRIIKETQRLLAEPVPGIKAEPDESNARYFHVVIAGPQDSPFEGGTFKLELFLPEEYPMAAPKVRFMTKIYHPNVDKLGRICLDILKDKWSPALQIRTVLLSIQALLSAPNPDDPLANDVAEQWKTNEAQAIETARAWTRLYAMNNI
Apaf-1 inh: blocks human Apaf-1 apoptosome activity. AID 489030. 0.71% of 330,000 active. O14727. inhibition, % at 20 µM. reconstituted apoptosome caspase-3 activity, DEVD-Rh110 fluorescence; active = inhibition of at least 40% at 20 µM;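 note: plate controls were DMSO wells for no effect and DEVD-CHO caspase inhibitor wells for full effect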
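System: reconstituted apoptosome with Apaf-1, cytochrome c, caspase-9, procaspase-3, dATP; Signal: Rh110 fluorescence intensity; Schedule: 30 min compound preincubation, 50 min activation, room temperature; Reagent: cytochrome c trigger plus (Z-DEVD)2-Rh110 caspase-3 substrate.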
Gli-Sufu block: blocks Gli-Sufu signaling in a luciferase reporter; AID 588413; Sufu-KO-LIGHT fibroblasts, Gli luciferase reporter luminescence; 0.74% of 340,000 active; inhibition, % at 5 µM;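 active = inhibition above about 55%, limit read from the data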;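 note: 0% = DMSO-treated cells and 100% = wells with medium but no cells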
SENP8 block: inhibitors of human SENP8 protease; Q96LD8; purified SENP8, Z-RLRGG-aminoluciferin cleavage, luminescence; inhibition, % at 10 µM; 1.2% of 330,000 active; AID 2540
Target sequence (Q96LD8 whole entry, looked up): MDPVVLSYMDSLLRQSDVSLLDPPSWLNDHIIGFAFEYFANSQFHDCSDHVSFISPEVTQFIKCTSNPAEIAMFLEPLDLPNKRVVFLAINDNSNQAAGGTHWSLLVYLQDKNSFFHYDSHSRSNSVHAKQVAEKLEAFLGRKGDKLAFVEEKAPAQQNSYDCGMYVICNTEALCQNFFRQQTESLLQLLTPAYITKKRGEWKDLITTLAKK
HKDC1 inhibitor: blocks human hexokinase HKDC1 activity. AID 493160. inhibition, % at 20 µM. Q2TB90. recombinant HKDC1, G6PDH/diaphorase resazurin coupled fluorescence. 0.16% of 340,000 active;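 active = inhibition above about 35% when tested at 20 µM, limit read from the data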;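 note: plate controls were DMSO wells with enzyme for no effect and DMSO wells lacking enzyme for full effect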
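Assay system: in-house recombinant HK5 (HKDC1) enzyme. Input: HKDC1 at 5 µg/mL. Medium: Tris pH 8.0 buffer with MgCl2, Tween-20, BSA, BME. Dosing: single 20 µM dose. Schedule: 90 min reaction incubation at room temperature, dark. Signal: resazurin-to-resorufin fluorescence via G6PDH and diaphorase coupling, 525/613 nm. Controls: DMSO-enzyme wells negative, buffer-substituted wells positive.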
SENP7 inh: blocks the human protease SENP7. inhibition, % at 5 µM. 1.5% of 330,000 active. recombinant SENP7, Z-RLRGG-aminoluciferin luminescence, 40 min;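 active = inhibition above about 50% at the single test dose, limit read from the data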;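 note: plate controls were DMSO with enzyme for no effect and no enzyme buffer wells for full effect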
Target sequence (Q9BQF6 706-1050 limits assumed): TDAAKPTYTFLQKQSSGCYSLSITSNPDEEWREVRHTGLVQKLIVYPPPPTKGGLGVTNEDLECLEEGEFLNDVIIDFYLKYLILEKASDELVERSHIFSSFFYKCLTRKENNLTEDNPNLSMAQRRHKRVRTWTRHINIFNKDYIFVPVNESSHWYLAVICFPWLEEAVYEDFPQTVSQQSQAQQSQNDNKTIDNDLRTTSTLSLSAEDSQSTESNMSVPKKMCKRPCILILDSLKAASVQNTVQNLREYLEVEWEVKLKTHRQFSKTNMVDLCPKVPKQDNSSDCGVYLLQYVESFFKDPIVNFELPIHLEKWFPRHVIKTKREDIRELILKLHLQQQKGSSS
Jurkat NFkB inh: lowers PMA/ionomycin-induced NF-kB signal in Jurkat cells; PMA/ionomycin-induced NF-kB luciferase reporter, luminescence; inhibition, % at 4 µM; 0.53% of 330,000 active; AID 435003
697 NFkB inh: inhibitors of the PMA/ionomycin-induced NF-kB reporter in 697 B cells; 0.33% of 330,000 active; inhibition, % at 4 µM; AID 435022; 697 B-cell NF-kB luciferase reporter, 16 h; in the data active = inhibition above about 35%
An asterisk follows results filed as active; . = not tested or not shown. Cut-off read from the data, not from the text of the source, unless noted: active = inhibition above about 50%; inactive = the rest.

SMILES	UBC13 polyUb	Apaf-1 inh	Gli-Sufu block	SENP8 block	HKDC1 inhibitor	SENP7 inh	Jurkat NFkB inh	697 NFkB inh
Cc1ccc(/C=N/Nc2ccccn2)s1	-7	7	-43	6	-2	5	-40	-14
Fc1ccccc1CNc1ncnc2sccc12	-1	8	12	-6	-2	0	4	-24
CCOc1ccc(-n2cnnn2)cc1S(=O)(=O)Nc1c(C)cccc1C	5	-8	1	4	-2	5	9	14
Cc1cc(Oc2ccccc2)nc(SCC(=O)Nc2ccc(Cl)c(Cl)c2)n1	3	7	-1	3	1	1	-8	-21
C/C(=N\NC(=O)c1ccc(Cl)cc1)c1ccc(Br)s1	0	3	-22	-5	-4	-1	-31	-38
CC(=O)c1ccc(N2CCN(C(=O)Nc3cccc(F)c3)CC2)cc1	-2	3	16	-3	19	-3	10	-5
CC(C)CCN1CC(C(=O)NCc2ccc(F)cc2)CC1=O (configuration not stated)	0	-2	-1	-12	-10	5	-1	-25
CC1=C(C(=O)N2CCOCC2)C(c2ccccc2F)C2=C(CCCC2=O)N1 (configuration not stated)	10	-30	-2	9	12	1	7	1
CCOc1cc2c(cc1OCC)C(c1ccc(OC)cc1)N(c1ccccc1)C(=O)C2 (configuration not stated)	-2	18	0	2	-4	1	-12	-14
CCOC(=O)c1c(C)oc(NC(=O)CCl)c1C(=O)OCC	-10	-1	-6	-12	-7	1	-9	6
O=C(Nc1nc2ccccc2s1)C1CCN(S(=O)(=O)c2cc([N+](=O)[O-])ccc2Cl)CC1	2	-2	39	4	10	3	28	0
Cn1c(=O)cc(OCCCC(=O)N2CCN(c3ccccn3)CC2)c2ccccc21	5	-7	15	0	0	-1	-5	13
Cc1ccc(C(=O)OCC(=O)Nc2cc(C(C)(C)C)no2)c(C)c1	-13	17	-2	-4	6	-10	-22	-33
Cc1ccc(NC2CC(=O)N(c3ccc(C)cc3)C2=O)cc1 (configuration not stated)	-5	-10	-19	1	-4	8	18	-12
CC1(C)CC2CC(C)(CN2S(=O)(=O)c2ccc(C(=O)Nc3ccc(Cl)c(S(=O)(=O)N4CCOCC4)c3)cc2)C1 (configuration not stated)	1	-4	13	3	11	-1	49	5
Cc1ccc(C(=O)OCC(=O)Nc2ccc(N3CCOCC3)cc2)cc1	-4	4	-5	-9	0	0	7	-4
O=C(CCCn1c(=O)oc2ccccc21)N1CCN(c2ccccn2)CC1	7	2	-3	-7	-3	3	-8	3
CS(=O)(=O)N(Cc1ccccc1)c1ccccc1C(=O)N1CCN(c2ccccc2)CC1	2	12	3	2	1	6	8	1
COc1ccc(CC(=O)OCC(=O)Nc2ccc(C(=O)Nc3ccc(OC)cc3)cc2)cc1	-14	-21	-15	7	-9	-3	-47	-11
Cn1cc(-c2nnnn2-c2ccccc2)c(=O)c2ccccc21	-4	0	10	-5	-8	-13	1	12
O=C(O)[C@H]1CCCC[C@H]1C(=O)Nc1ccc(S(=O)(=O)N2CCOCC2)cc1	5	1	-19	6	-3	4	-2	-2
CCC(NC(=S)NC1CCCCC1)c1ccccc1 (configuration not stated)	-2	12	.	3	.	1	14	-26
OC(C[n+]1ccccc1)c1ccccc1 (configuration not stated)	-8	-2	1	-7	-4	3	0	-21
Cc1ccccc1COC(=O)c1nn(-c2ccccc2)nc1N	16	21	-11	-7	-6	18	-3	-9
Cc1ccc(C2NC(=O)c3sc(=S)n(-c4ccccc4)c3N2)cc1 (configuration not stated)	-9	8	31	-5	1	5	0	-25

Whole records, looked up by structure:
Shown for `CC(=O)c1ccc(N2CCN(C(=O)Nc3cccc(F)c3)CC2)cc1` : UBC13 polyUb = -2; Apaf-1 inh = 3; Gli-Sufu block = 16; SENP8 block = -3; HKDC1 inhibitor = 19; SENP7 inh = -3; Jurkat NFkB inh = 10; 697 NFkB inh = -5
Shown for `Cc1ccc(/C=N/Nc2ccccn2)s1` : UBC13 polyUb = -7; Apaf-1 inh = 7; Gli-Sufu block = -43; SENP8 block = 6; HKDC1 inhibitor = -2; SENP7 inh = 5; Jurkat NFkB inh = -40; 697 NFkB inh = -14
Shown for `O=C(CCCn1c(=O)oc2ccccc21)N1CCN(c2ccccn2)CC1` : UBC13 polyUb = 7; Apaf-1 inh = 2; Gli-Sufu block = -3; SENP8 block = -7; HKDC1 inhibitor = -3; SENP7 inh = 3; Jurkat NFkB inh = -8; 697 NFkB inh = 3

(continued)
SMILES	UBC13 polyUb	Apaf-1 inh	Gli-Sufu block	SENP8 block	HKDC1 inhibitor	SENP7 inh	Jurkat NFkB inh	697 NFkB inh
CCOc1ccccc1C1C2=C(COC2=O)Nc2cc3c(cc21)OCO3 (configuration not stated)	21	-13	55	0	5	3	41	14
CCC(C(=O)NCCCN1CCCCCC1)n1nc(C)c2sc3ccccc3c2c1=O (configuration not stated)	-6	7	-37	-2	2	2	-10	-1
CC1=CCC(C(=O)O)C(C(=O)Nc2cccnc2)C1 (configuration not stated)	11	-9	-21	-4	3	2	-2	2
CCOc1ccc(NC(=O)CN(C)C(=O)c2cc(S(=O)(=O)N3CCCCCC3)ccc2OC)cc1OCC	-1	5	1	2	-4	-5	-19	-3
Cc1cc(C(=O)N2CCN(S(=O)(=O)c3ccccc3F)CC2)c(C)o1	6	6	4	3	-1	4	-4	11
CC(C)(C)N(Cc1ccccc1)C(=O)COC(=O)CN1C(=O)C2CC=CCC2C1=O (configuration not stated)	3	10	-2	4	-3	-4	1	0
CCCC(=O)Nc1ccc(C(=O)COC(=O)c2cc(C)oc2C)cc1	1	12	-7	-15	-5	-8	0	13
O=C(Nc1ccc(F)c(Cl)c1)c1ccc2c(=O)n3c(nc2c1)CCCCC3	-4	2	-69	28	4	69*	-74	-2
COc1cccc(OCCNc2cc(N3CCOCC3)ccc2[N+](=O)[O-])c1	-13	13	2	-5	0	5	-20	-10
CN(C)C(=S)NC1(C)CCS(=O)(=O)C1 (configuration not stated)	0	-9	4	-4	-2	5	0	18
CC(=O)Nc1ccc(NC(=O)Cn2c(CC(=O)N3CCCC3)nc3ccccc32)cc1	-4	4	-2	-6	6	-5	13	1
Cc1cc(-c2[nH]nc3c2C(c2ccsc2)C(C#N)=C(N)O3)c(C)s1 (configuration not stated)	-8	27	0	6	8	4	11	18
Cn1c(N)c(C(=O)COC(=O)COc2ccc(Br)cc2)c(=O)n(C)c1=O	-6	4	3	-11	-3	1	-7	20
Cc1ccc(C)c(NC(=O)c2nc(Cl)ccc2Cl)c1	9	-6	-22	5	-7	-7	-4	3
CC(=O)Nc1ccc(S(=O)(=O)N[C@@H](C)C(=O)OCc2ccc(Cl)cc2)cc1	9	7	-2	-1	-12	0	-4	12
COc1ccc(OC)c(NC(=O)CN(c2ccc(OC)c(Cl)c2)S(C)(=O)=O)c1	5	10	0	-23	17	2	-20	-1
NS(=O)(=O)c1ccc(NC(=O)CN2CCc3ccccc32)cc1	-3	-14	-5	0	2	2	-15	-16
O=C(COC(=O)Cc1cccs1)Nc1ccc(F)c(F)c1F	-15	9	1	-5	0	-4	-10	-14
COC(=O)c1cc(OC)c(OC)cc1NC(=O)C(C)c1ccc([N+](=O)[O-])cc1 (configuration not stated)	4	7	3	-2	-8	0	-1	6
O=C(NC1(C(F)(F)F)NC(=O)N(c2ccc(F)cc2)C1=O)c1ccncc1 (configuration not stated)	-4	6	-9	0	0	6	1	16
CC(C)(C)OCC(NC(=O)C(CC(N)=O)NC(=O)OC(C)(C)C)C(=O)OC(C)(C)C (configuration not stated)	10	-13	12	1	3	-5	10	4
O=C(Cn1c(=O)c2c(ncn2C2CCCC2)n(Cc2ccccc2)c1=O)N1CCc2ccccc21	-3	17	10	0	8	9	11	5
N#Cc1cc2c([nH]c1=S)CCCCCC2	9	-25	2	1	-1	6	18	6
COc1ccc(CC(=O)Nc2ccc(N3CCCC3)c(C)c2)cc1	-2	15	-11	-13	5	-3	-7	1
CCc1nnc(NC(=O)CSc2nnc(-c3ccccc3O)o2)s1	0	1	-6	5	-7	7	-6	-11
Carrying on.
SMILES	UBC13 polyUb	Apaf-1 inh	Gli-Sufu block	SENP8 block	HKDC1 inhibitor	SENP7 inh	Jurkat NFkB inh	697 NFkB inh
Cc1cccc(NC(=O)C2COc3ccccc3O2)c1 (configuration not stated)	3	7	-4	-7	1	0	-58	7
CCc1nc2sc3c(=O)n(N)cnc3c2c2c1COC(C)(C)C2	4	-14	.	-4	.	2	12	13
COc1ccc(C(=O)N2CCC(C(=O)N3CCN(c4ccccc4)CC3)CC2)cc1	-3	-5	-4	1	1	-1	8	15
CSc1ccc(CN(C)Cc2nc3ccccc3c(=O)[nH]2)cc1	-4	-17	-1	0	-1	6	8	17
Cc1ccc(S(=O)(=O)N2CCOCC2)c(C)c1NS(C)(=O)=O	-21	7	1	-8	-1	-10	1	22
COc1ccccc1N1CCN(CCC(=O)Nc2cccc(Cl)c2)CC1	6	5	3	2	-8	-8	-32	-11
C=CCn1c(=O)c2ccccc2n2c(SCC(=O)NC(C)C)nnc12	6	0	5	3	-7	3	14	3
Cc1ccc(C(c2c(O)nc3n(c2=O)CCS3)c2c(O)nc3n(c2=O)CCS3)cc1	-17	-4	-2	-8	-6	1	-4	-10
Cc1ccccc1OCCn1nc(C(=O)O)c2ccccc2c1=O	-2	12	9	-3	2	-4	-17	-44
COc1cc2c(cc1OC)C(c1ccc(C)o1)CC(=O)N2 (configuration not stated)	0	9	-5	-2	7	-3	4	-21
O=C(NCc1ccccc1)C1(CC2CC(c3ccccc3)=NO2)CCNCC1 (configuration not stated)	40	47*	14	5	3	-1	5	7
CCOc1ccccc1NC(=O)CSc1n[nH]c(N)n1	-1	4	2	-5	1	-10	-16	-48

Arranged by value in Jurkat NFkB inh (rising): three of the compounds above.
mol | UBC13 polyUb | HKDC1 inhibitor | SENP7 inh | Jurkat NFkB inh | 697 NFkB inh
Cc1cccc(NC(=O)C2COc3ccccc3O2)c1 (configuration not stated) | 3 | 1 | 0 | -58 | 7
COc1ccccc1N1CCN(CCC(=O)Nc2cccc(Cl)c2)CC1 | 6 | -8 | -8 | -32 | -11
CSc1ccc(CN(C)Cc2nc3ccccc3c(=O)[nH]2)cc1 | -4 | -1 | 6 | 8 | 17
